Screening data from PubChem.
L3MBTL1 block = blocks human L3MBTL1; AlphaScreen L3MBTL1–H3K9me1 peptide binding; hit rate 0.66% among 230,000; Potency, µM (series often up to 57.1 µM), for the others: top-dose activity, negative = inhibition, actives largely listed as inhibitors; also: potency is read from the fitted curve at half-maximal effect; % is scaled to controls: 0 for no effect and ±100 for the full control effect; nearly all actives have a fitted effect of over 60% in size
Target sequence (Q9Y468 whole entry, looked up): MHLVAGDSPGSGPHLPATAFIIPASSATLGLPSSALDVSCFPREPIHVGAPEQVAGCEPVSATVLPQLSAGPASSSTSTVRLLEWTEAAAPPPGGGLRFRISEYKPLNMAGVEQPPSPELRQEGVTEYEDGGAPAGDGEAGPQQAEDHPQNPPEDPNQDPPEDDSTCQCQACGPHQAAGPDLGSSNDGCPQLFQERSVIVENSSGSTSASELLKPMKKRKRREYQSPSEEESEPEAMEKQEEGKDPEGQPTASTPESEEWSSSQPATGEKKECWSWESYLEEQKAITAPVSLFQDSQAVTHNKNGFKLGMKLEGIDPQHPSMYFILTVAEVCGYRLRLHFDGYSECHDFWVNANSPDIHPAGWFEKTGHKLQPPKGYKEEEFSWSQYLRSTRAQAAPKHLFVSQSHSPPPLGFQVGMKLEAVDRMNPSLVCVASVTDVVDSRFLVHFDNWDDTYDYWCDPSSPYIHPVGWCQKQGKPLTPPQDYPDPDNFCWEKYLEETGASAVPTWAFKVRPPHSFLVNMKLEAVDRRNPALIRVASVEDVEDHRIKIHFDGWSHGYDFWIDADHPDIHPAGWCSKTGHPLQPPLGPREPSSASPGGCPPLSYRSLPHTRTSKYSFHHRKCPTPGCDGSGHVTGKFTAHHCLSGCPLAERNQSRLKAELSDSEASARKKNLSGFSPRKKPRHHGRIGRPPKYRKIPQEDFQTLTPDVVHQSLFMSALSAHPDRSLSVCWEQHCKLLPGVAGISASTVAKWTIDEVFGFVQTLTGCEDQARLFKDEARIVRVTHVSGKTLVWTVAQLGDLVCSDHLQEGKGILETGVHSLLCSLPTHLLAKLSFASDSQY
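AlphaScreen assay: L3MBTL1 (50 nM final) was preincubated 30 min at room temperature with biotinylated H3(1-15)K9me1 peptide (75 nM final), then 30 min with library compounds; streptavidin donor and nickel chelate acceptor beads (10 ug/mL final) added, 30 min dark.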
KinaseGlo FLuc = blocks Kinase-Glo luciferase, a counter-screen artifact; Q27757; Kinase-Glo luciferase, ATP luminescence, 8 min; Potency, µM (titrated, usually from 38.3 µM), without a hit: at the top dose activity change, negative = inhibition, usual class: inhibitors; hit rate 0.28% among 200,000; AID 1379; also: potency is read from the fitted curve at half-maximal effect; % is scaled to controls: 0 for no effect and ±100 for the full control effect; nearly all actives have a fitted effect of over 60% in size
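Compound is pinned into ATP-containing buffer (10 uM ATP, imidazole pH 7.2, 7 mM MgCl2). Kinase-Glo luciferase reagent is then added. Light output is recorded following an 8-min room-temperature incubation.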
CBFb-RUNX1 inh = inhibitors of human CBF-beta and RUNX1 interaction; Potency, µM (titrated, usually from 59.8 µM), for the others: top-dose activity, negative = inhibition, most hits filed as inhibitors; AlphaScreen CBFb-His/RUNX1-biotin binding, biochemical; 230,000 tested, under 10 active; also: % of control where 0% means no effect
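Interaction loss through any mechanism counts as activity. Pre-formed complex of His-CBF-beta and biotin-RUNX1 (30 nM apiece) is incubated with compound 15 min, then with 50 ng nickel and 50 ng streptavidin beads for 90 min before AlphaScreen detection.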
HttQ103 aggreg = mutant huntingtin aggregation inhibition. PC12 HttQ103-GFP aggregates, Acumen cytometry, 40 h. hit rate 1.1% among 220,000. Potency, µM (titrated, usually from 46.1 µM), for the others: at the highest dose activity change, negative = inhibition, actives largely listed as inhibitors. AID 1688; also: potency is read from the fitted curve at half-maximal effect; % is scaled to controls: 0 for no effect and ±100 for the full control effect; nearly all actives have a fitted effect of over 60% in size
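Inducible Q103 Huntingtin exon 1–GFP PC12 line, 1500 cells/well in phenol red free DMEM with 5% equine and 5% calf serum. Tebufenozide 100 nM induced expression; compounds titrated; aggregates quantified by cytometry.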
IMPase Li cell = IMPase inhibition in cells with lithium potentiation | CHO-M1 cells, IP1 TR-FRET (IP-One), carbachol + lithium | Potency, µM (highest dose often 59.4 µM), for inactives: at the top dose activity, negative = IMPase inhibition, most hits filed as inhibitors | hit rate 0.35% among 210,000;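 also: IP1 builds up when IMPase is blocked and the TR-FRET signal falls; potency is read from the fitted curve at half-maximal effect; plate controls were basal vehicle for no effect and high inhibitor control for full effect; nearly all actives have a fitted effect of over 50% in size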
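Steps: plate 2000 CHO-M1 cells per well and culture 16–30 h; add compound and lithium; incubate 30 min, 37C; add d2-IP1 tracer and Eu cryptate anti-IP1 antibody in lysis buffer; read after 10 min at room temperature.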
Epigenetic derep = regulators of epigenetic silencing causing reporter derepression in mouse cells; Potency, µM (highest dose often 53.9 µM), for inactives: top-dose GFP activation, usual class: activators; AID 1865; murine LDR cells, GFP reporter derepression, 30 h; hit rate 0.2% among 280,000; also: potency is read from the fitted curve at half-maximal effect; % of control where 0% means no effect; nearly all actives have a fitted effect of over 60% in size
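Readout is the number of GFP-expressing murine LDR cells, counted by cytometry following washing. Cells were treated with compound for 30 h at 37 C; the stably integrated CMV-GFP locus is normally silent.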
NPSR antagonist = antagonists of human neuropeptide S receptor cAMP signaling. Q6W5P4. CHO-NPSR cells, cAMP TR-FRET, antagonist mode. Potency, µM (top dose mostly 38.3 µM), without a hit: at the highest dose activity change, negative = inhibition, usual class: inhibitors. hit rate 1% among 220,000. AID 1461; also: potency is read from the fitted curve at half-maximal effect; % is scaled to controls: 0 for no effect and ±100 for the full control effect; nearly all actives have a fitted effect of over 50% in size; many of its hits are not listed in these tables
* = called active by the depositor; ? = inconclusive; nt = not tested or not shown; & = joins results of further samples; [ ] = dose if it differs, or a comment. Calls follow the shape of the dose curve; as a rule, active = well fitted curve in the direction sought with a large enough effect; inconclusive = small, poorly fitted or top-dose-only effect, or another doubt; inactive = no such curve, though single readings can be large; an effect the other way counts as inactive or inconclusive.

SMILES	L3MBTL1 block	KinaseGlo FLuc	CBFb-RUNX1 inh	HttQ103 aggreg	IMPase Li cell	Epigenetic derep	NPSR antagonist
C=CCSC(=S)NC1CCS(=O)(=O)C1 (stereo unspecified)	-5%	3%	-1%	27%	2%	-1.8%	12%
COc1ccc2c(c1)nc(SCC(O)c1ccccc1)n2C (stereo unspecified)	8%	1%	-7%	nt	-3%	1.1%	1%
Clc1ccccc1OCc1nnc2n1CCCCC2	nt	nt	7%	7%[9.22 µM]	nt	-0.9%	9%
C=CCNC(=S)N1CCN(c2cccc(C(F)(F)F)c2)CC1	7%	3%	10%	-2%	-6%	0.2%	-8%
O=C(NC(Cc1ccccc1)C(=O)N1CCN(c2ccccn2)CC1)c1ccco1 (stereo unspecified)	-15%	0%	6%	-2%	13%[38.3 µM]	0.0%	-16%[46.1 µM]
COC(=O)c1cc(C(=O)OC)cc(N2C(=O)CN=C2Nc2nc(C)cc(C)n2)c1	34%[activator][11.4 µM]	1%	2%	0%	21%[38.3 µM]	-2.1%	4%[46.1 µM]
O=c1[nH]sc2ccccc12	-22%	0%	0%	?	26%	?	-10%
C=CCNC(=S)Nc1cccc2ccccc12	-1%	5%	6%	6%	-1%	0.0%	-8%[46.1 µM]
Cc1ccc(S(=O)(=O)NC(=O)NN2CCCCCC2)cc1	3%	0%	-13%	-1%&40%	0%&9%&7%&4%&12%&-3%	0.2%	7%
Cc1cc(C)n(-c2ccc(C(=O)OCC(=O)Nc3ccccc3[N+](=O)[O-])cc2)n1	0%	4%	-5%	13%	14%	0.0%	-1%[46.1 µM]
CNC1C(O)C(O[C@H]2C(O)[C@@H](OC3OC(CN)=CCC3N)[C@H](N)C[C@@H]2N)OC[C@]1(C)O (stereo partly specified)	nt	-5%	25%	nt	4%	4.0%	nt
O=C(CN1CCC(c2nc3ccccc3[nH]2)CC1)NCc1ccc2c(c1)OCO2	-2%	-5%	-1%	12%	10%[38.3 µM]	-0.7%	2%[46.1 µM]
Cc1cc(Nc2ccccc2)n(-c2ccc(Br)cc2)n1	nt	0%	2%	-6%	39%[activator][38.3 µM]	-0.7%	-14%[46.1 µM]
CCn1c(SCC(=O)c2c(N)n(C)c(=O)n(C)c2=O)nc2sc(C)c(C)c2c1=O	6%	-1%	1%	15%	6%[38.3 µM]	3.0%	24%[46.1 µM]
CCCCC(=O)Nc1ccc(C(=O)N2CCC(C(=O)OCC)CC2)cc1	nt	-6%	0%	-7%	9%[38.3 µM]	-0.3%	-15%[46.1 µM]
Cc1cc2ncc(S(C)(=O)=O)c(N)n2n1	6%	-1%	21%	-12%	4%	1.1%	11%
CSc1nc2sccc2c(=O)[nH]1	nt	-1%	19%	-2%	-14%	0.3%	15%
C=CC[C@H]1CC(C)=C[C@H](CC=C)N1	nt	0%	-2%	0%	0%	2.1%	-2%
CCC(=O)N1CCN(c2ccccc2NC(=O)c2ccc(-c3cccc([N+](=O)[O-])c3)o2)CC1	-14%	-6%	-17%	-30%	21%	0.0%	2%
Cc1ccc(S(=O)(=O)N2CCN(CC(=O)N/N=C/c3ccccc3OCC(=O)O)CC2)cc1	nt	nt	12%	19%[9.22 µM]	nt	-1.7%	1%
COc1cc(CC(=O)N/N=C/c2ccccc2)c([N+](=O)[O-])cc1OC	7%	-1%	-3%	4%	-11%	0.0%	-7%[46.1 µM]
COC(=O)[C@H](Cc1c[nH]c2ccccc12)NC(=O)Nc1ccccc1OC	-8%	nt	-1%	-1%[9.22 µM]	nt	5.8%	-2%
Cc1ccccc1NC(=O)COC(=O)c1ccc(S(C)(=O)=O)c([N+](=O)[O-])c1	-5%	2%	-7%	?	18%	?	-46%
CN1CCN(NC(=O)c2ccc(Cl)c(S(=O)(=O)Nc3ccc(Cl)cc3)c2)CC1	10%	nt	2%	-10%[9.22 µM]	nt	-4.2%	18%
CC(=O)NC(NC(C)=O)c1ccc(Br)cc1	3%	0%	2%	28%	-5%[38.3 µM]	-0.7%	-1%[46.1 µM]
COc1ccc(CCNC(=O)C/C(C)=N/NC(=O)C(c2ccccc2)c2ccccc2)cc1OC	-19%	nt	6%	16%[9.22 µM]	nt	2.1%	7%
CCc1ccc2c(O)c3c(cc2c1C(=O)OC)C(=O)c1c(O)ccc(O)c1C3=O	nt	-15%	?	nt	23%	0.0%	nt
COC(=O)c1cnn(-c2nc(OC)cc(OC)n2)c1C	3%	0%	2%	-17%	0%	1.1%	14%
O=C(/C=C/c1ccc(OCc2cccc(Cl)c2)cc1)N1CCOCC1	14%	3%	15%	-3%	2%	0.5%	0%
Cc1ccc(Cn2c(/C=C/c3ccco3)nc3ccccc32)cc1	-13%	-27%	3%	?	16%	?	-54%
COC(=O)C1=C(C(=O)OC)C2(OC1c1ccc(Br)cc1)C(=O)c1ccccc1C2=O (stereo unspecified)	?	2%	-9%	6%	6%	0.0%	-10%[46.1 µM]
CC(=O)NCC(=O)OCc1ccc([N+](=O)[O-])cc1	-11%	5%	-2%	16%	-12%	2.2%	11%
O=C(CN1C(=O)c2ccccc2C1=O)N1CCN(c2nnc(-c3ccccc3)c3ccccc23)CC1	-2%	1%	9%	8%	19%[38.3 µM]	3.2%	7%[46.1 µM]
O=C(NCCc1ccccc1)c1cc(S(=O)(=O)N2CCOCC2)ccc1F	nt	-2%	-3%	-8%	52%[activator][38.3 µM]	1.0%	-6%[46.1 µM]
COC(=O)c1cccc(S(=O)(=O)N2CCCC2)c1	0%	-1%	-2%	-9%	7%	-0.9%	5%
CCOC(=O)c1c(C)oc2c1c(C=NCc1ccccn1)c(O)c1ccccc12	?	-3%	-27%	?	36%[38.3 µM]	?	?
Cc1ccc(OCC(O)CN2CCN(c3ccccn3)CC2)c(C)c1 (stereo unspecified)	-9%	-4%	6%	3%[9.22 µM]	9%	0.1%	13%
CCOC(=O)C1CCN(C(=O)c2cccnc2)CC1	-1%	-4%	2%	16%	-4%[38.3 µM]	-0.2%	10%[46.1 µM]
O=C(NCc1ccccc1Cl)c1ccc(Cn2cc(C(F)(F)F)ccc2=O)cc1	2%	-6%	5%	2%	5%[38.3 µM]	0.8%	-15%[46.1 µM]
C[C@H](NC(=O)c1nc[nH]c1C(=O)NCc1ccccc1)C(=O)OC(C)(C)C	47%[activator]	nt	22%	13%[9.22 µM]	5%	-3.0%	?

Fetched by compound from the list above (three):
SMILES	L3MBTL1 block	KinaseGlo FLuc	CBFb-RUNX1 inh	HttQ103 aggreg	IMPase Li cell	Epigenetic derep	NPSR antagonist
COC(=O)c1cccc(S(=O)(=O)N2CCCC2)c1	0%	-1%	-2%	-9%	7%	-0.9%	5%
O=C(/C=C/c1ccc(OCc2cccc(Cl)c2)cc1)N1CCOCC1	14%	3%	15%	-3%	2%	0.5%	0%
COC(=O)c1cnn(-c2nc(OC)cc(OC)n2)c1C	3%	0%	2%	-17%	0%	1.1%	14%

Continued.
SMILES	L3MBTL1 block	KinaseGlo FLuc	CBFb-RUNX1 inh	HttQ103 aggreg	IMPase Li cell	Epigenetic derep	NPSR antagonist
COc1ccc(-c2noc(CN3CCCCC3)n2)cc1OC	1%	2%	-5%	17%	-6%[38.3 µM]	0.9%	-9%[46.1 µM]
CCc1ccccc1NC(=O)Cn1c(=O)n(-c2ccc(CC(=O)NCC3CCCO3)cc2)c(=O)c2ccccc21 (stereo unspecified)	-19%	-2%	14%	18%	2%	-4.1%&-1.8%	-7%
COc1ccc(CCNC(=O)CSCc2c(F)cccc2Cl)cc1OC	0%	4%	6%	26%[9.22 µM]	4%	-0.6%[10.1 µM]	-1%
Cc1cc(SCC(=O)N(C)C2CCS(=O)(=O)C2)nc2c(C)cccc12 (stereo unspecified)	-3%	4%	7%	23%	11%	1.6%	-14%
CCN(CC)c1ccc(NC(=O)CCCCCN2C(=O)c3ccccc3C2=O)cc1	?	-5%	-16%	1%	12%[38.3 µM]	-0.3%	-18%[46.1 µM]
Cc1cccc2nc(CSc3nnnn3-c3ccccc3)cn12	-2%	4%	4%	3%	2%[38.3 µM]	0.7%	-10%[46.1 µM]
Cc1ccc(-n2nc3c(c2NC(=O)c2ccc4c(c2)OCO4)CS(=O)C3)cc1 (stereo unspecified)	11%	2%	5%	6%	-10%[38.3 µM]	0.0%	7%[46.1 µM]
Cc1ccc(S(=O)(=O)NNC(=O)CCCCC(=O)NNS(=O)(=O)c2ccc(C)cc2)cc1	1%	-2%	11%	11%	-1%	-1.1%	12%
Cn1ccsc1=NC(=O)c1ccccc1F	20%	0%	-3%	21%	-6%	-1.4%	2%
CCn1nnnc1SCC(=O)Nc1ccc2c(c1)OCO2	7%	3%	1%	-2%	-7%	-2.0%	10%[46.1 µM]
CCOC(=O)CC(=O)CSc1ncnc2c1oc1ccccc12	nt	-5%	-2%	-9%	8.9µM*	0.0%	?
O=C(c1cccc([N+](=O)[O-])c1)N1CCCC(C(=O)N2CCCCCC2)C1 (stereo unspecified)	7%	nt	8%	-23%[9.22 µM]	nt	0.0%	6%
O=C(Nc1ccc(/C=C/c2nc3ccccc3o2)cc1)c1c(F)cccc1F	8%	0%	9%	?	24%[38.3 µM]	1.3%	-4%[46.1 µM]
CCn1c(=O)c2ccccc2n2c(SCC(=O)NCc3cccs3)nnc12	nt	-8%	4%	2%	22%[38.3 µM]	-1.0%	-1%[46.1 µM]
COC(=O)N/N=C/C1=C[N+](=O)c2ccccc2[N+]1=O	nt	-1%	-7%	17%	7%	0.0%	nt
Cn1nnnc1SCC(=O)Nc1ccccc1-c1ccccc1	nt	0%	4%	-6%	24%[38.3 µM]	-1.1%	-16%[46.1 µM]
CCC1=C(OC(=O)N(CC)CC)N2C(=O)OC(=NCC(=O)OC)[C@]2(Cc2ccccc2)[C@H]2C1=CC[C@H]1C(=O)N(c3ccccc3)C(=O)[C@H]12	nt	-2%	4%&8%	-19%[9.22 µM]	-1%	0.2%&2.4%	-3%
COc1cccc(-c2nnc3sc(-c4ccco4)nn23)c1	24%	-4%	5%	1%	?	4.3%	9%[7.67 µM]
O=C(CCl)Nc1cccc(S(=O)(=O)N2CCCCCC2)c1	5%	nt	-7%	10µM*	nt	-0.9%	-8%[46.1 µM]
COC(=O)c1c(OC)cc2c(c1C)Oc1c(Cl)c(OC(C)=O)c(Cl)c(C)c1C(=O)O2	nt	-2%	nt	nt	5%	-0.2%	nt
O=C1OCCC1N1C(=O)c2ccccc2S1(=O)=O (stereo unspecified)	6%	-2%	2%	-12%[9.22 µM]	3%[38.3 µM]	0.7%	4%[46.1 µM]
CCCCC1C(C#N)=C(C)NC2=C1C(=O)CC(C)(C)C2 (stereo unspecified)	nt	-5%	3%	7%	20%[38.3 µM]	-0.2%	-17%[46.1 µM]

This is a subset; rates above refer to the full screens.
